Assay outcomes from PubChem.
Rpn11 block: blocks the human proteasome subunit Rpn11; O00487; human 26S proteasome, Ub4-pepOG fluorescence polarization; 20S core pre-blocked with epoxomicin; calls only at 20 µM; hit rate 0.59% among 360,000;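 active means inhibition at 20 µM, scaled to each plate's controls, above about 33%, limit read from the data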
Tb MetRS inh: blocks T. brucei methionyl-tRNA synthetase activity | purified T. brucei MetRS, ATP depletion, Kinase-Glo luminescence | inhibition, % at 11.9 µM | hit rate 0.4% among 360,000;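 active means inhibition above a per-plate cutoff of the control wells' mean inhibition plus 3 SD, cut at about 5.5% in these data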;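 further: 0% = DMSO wells median and 100% = median of wells with control inhibitor compound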
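Material – parasite MetRS enzyme · Medium – HEPES-MgCl2-KCl buffer plus DTT, spermine, BSA, pyrophosphatase · Reagent – ATP, methionine and E. coli bulk tRNA substrates · Times – 15 min enzyme-compound preincubation, 2 h reaction, 10 min detection, 25 °C · Measured by – luminescence of leftover ATP · Evaluation – percent inhibition relative to median high and low control wells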
Scp-1 inhibitor: inhibitors of human Scp-1 phosphatase; Recombinant Scp1, phosphopeptide, malachite green phosphate absorbance; inhibition, % at 20 µM; hit rate 0.88% among 340,000; AID 493091;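 active means inhibition above about 50% at 20 µM, limit read from the data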;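 further: plate controls were DMSO wells with enzyme for no effect and wells lacking enzyme for full effect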
Target sequence (Q9GZU7 76-261 limits assumed): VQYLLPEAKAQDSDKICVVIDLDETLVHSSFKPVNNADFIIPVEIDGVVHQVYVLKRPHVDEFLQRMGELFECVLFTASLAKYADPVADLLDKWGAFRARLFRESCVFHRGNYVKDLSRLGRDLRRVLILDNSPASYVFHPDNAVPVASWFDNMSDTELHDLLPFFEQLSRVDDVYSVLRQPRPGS
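Test system: SCP-1 catalytic domain; Buffer or medium: Acidic Tris acetate buffer with magnesium and detergent; Also added: Phosphorylated 17-residue peptide substrate; Compound: single 20 µM dose, 1% DMSO; Schedule: enzyme reaction 45 min at room temperature, colour 5 min, stabilisation 30 min; Signal: Phosphate-binding colour reagent, absorbance read at 630 nm.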
STEP inh: blocks human striatal-enriched tyrosine phosphatase; recombinant STEP, OMFP fluorogenic substrate, fluorescence; inhibition, % at 20 µM; P54829; hit rate 0.25% among 360,000;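 active means inhibition at 20 µM, scaled per plate between control wells, above about 37%, limit read from the data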;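 further: 0% = DMSO with enzyme and substrate and 100% = substrate only without enzyme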
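Test system: STEP tyrosine phosphatase / Reagent: OMFP at 25 µM / Doses: 20 µM, 1% DMSO / Read-out: percent inhibition scaled to no-enzyme and uninhibited-enzyme controls, plate-pattern corrected / Detection: FITC-channel fluorescence of OMFP product / Medium: Bis-Tris buffer pH 6.0, 2.5 mM DTT, 0.005% Tween 20 / Schedule: 20 min at room temperature, dark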
NadD block: blocks S. aureus nicotinate mononucleotide adenylyltransferase; inhibition, % at 20 µM; hit rate 0.78% among 360,000; purified NadD enzyme, colorimetric absorbance read-out; AID 602399; in the data active means inhibition above about 26%; further: some compounds past the cut are filed as inactive
DNMT1 block: blocks human DNA methyltransferase DNMT1; P26358; DNMT1 molecular beacon, Hinp1I cleavage, fluorescence; inhibition (reported as % activation of signal), % at 10 µM; hit rate 0.83% among 360,000; AID 588458; in the data active means inhibition above about 50%
SUMO1-SIM PPI: modulators of human SUMO1-mediated protein-protein interactions | P63165 | SUMO1 binding to a labelled peptide, TR-FRET, 1 h | inhibition, % at 20 µM | hit rate 0.33% among 360,000 | AID 602429; in the data active means inhibition above about 37%
Target sequence (P63165 whole entry, looked up): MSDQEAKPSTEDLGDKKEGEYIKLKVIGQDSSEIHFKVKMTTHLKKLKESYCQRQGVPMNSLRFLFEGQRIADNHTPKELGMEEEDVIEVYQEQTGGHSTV
CSN inh: blocks human CSN-mediated cullin deneddylation | hit rate 0.38% among 360,000 | Purified CSN, SCF-Nedd8-OG deneddylation, fluorescence polarization | inhibition, % at 12.5 µM | Q92905 | AID 651999;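 active means pattern-corrected inhibition above about 35%, with an unprinted fluorescence ratio check between 0.5 and 1.5, limit read from the data, passing the limit was not always enough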;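 further: 0% = enzyme with substrate and 100% = substrate without enzyme; some results filed as inactive read as strong as hits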
Target sequence (Q92905 whole entry, looked up, one chain of several): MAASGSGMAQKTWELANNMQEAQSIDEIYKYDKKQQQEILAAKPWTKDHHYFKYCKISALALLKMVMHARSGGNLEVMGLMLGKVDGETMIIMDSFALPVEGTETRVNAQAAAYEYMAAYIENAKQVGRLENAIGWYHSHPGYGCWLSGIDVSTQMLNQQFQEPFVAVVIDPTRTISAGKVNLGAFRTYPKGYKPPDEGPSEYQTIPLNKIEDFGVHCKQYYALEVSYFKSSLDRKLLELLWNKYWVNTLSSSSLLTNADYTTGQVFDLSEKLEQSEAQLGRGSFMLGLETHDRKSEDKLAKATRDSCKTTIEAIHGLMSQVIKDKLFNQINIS
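Assay system: purified human Csn5 enzyme expressed in HEK293T cells; Input: 0.24 nM Csn5 enzyme, final concentration; Reagent: 10 nM SCFSkp2-Nedd8OG; Compound dosing: 12.5 µM single point; Times: reaction 90 min, room temperature; Technique: fluorescence polarization readout.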
LMPTP inh: LMPTP (human) inhibition | P24666 | recombinant LMPTP-A, OMFP fluorogenic substrate, fluorescence intensity | inhibition, % at 20 µM | hit rate 0.22% among 360,000 | AID 651560;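 active means compounds that cut the enzyme signal by at least half of the control window in the single-dose screen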;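 further: plate controls were DMSO wells with enzyme plus substrate for no effect and substrate without enzyme for full effect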
Target sequence (P24666 whole entry, looked up): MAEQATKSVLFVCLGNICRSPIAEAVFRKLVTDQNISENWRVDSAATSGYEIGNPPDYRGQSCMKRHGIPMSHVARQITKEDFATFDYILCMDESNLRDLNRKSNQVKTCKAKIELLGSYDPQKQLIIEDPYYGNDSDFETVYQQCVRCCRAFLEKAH
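test system = LMPTP-A | amount = 0.625 nM LMPTP-A final | reagent = fluorogenic phosphatase substrate OMFP at 400 µM final | incubation = 50 min at room temperature | benchmarks = no-enzyme low control, uninhibited high control | medium = Bis-Tris pH 6.0, DTT, detergent | signal = fluorescence intensity of OMFP turnover product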
MsrA inh: inhibits bovine methionine sulfoxide reductase A | purified bovine MsrA, absorbance read-out | inhibition, % at 15.5 µM | hit rate 0.75% among 360,000 | AID 651718; in the data active means inhibition above about 4.5%;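 further: 0% = vehicle wells with enzyme and 100% = reference inhibitor wells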
Numbers without * were called inactive; i = inactive; . = no result given; + = active, no number.

SMILES	Rpn11 block	Tb MetRS inh	Scp-1 inhibitor	STEP inh	NadD block	DNMT1 block	SUMO1-SIM PPI	CSN inh	LMPTP inh	MsrA inh
C[C@H]1CN([C@@H](C)CO)S(=O)(=O)c2ccc(-c3cccc(F)c3)cc2O[C@@H]1CN(C)C	i	0.6	.	-1	-3	3	2	4	-1.1	1.4
COc1ccc(NC(=O)Nc2ccc3nsnc3c2)cc1	i	0.6	-12	2	-2	-5	-30	6	0.5	1.4
O=C(OCC(=O)N1CCN(C(=O)c2ccco2)CC1)c1ccc(Cl)c(Cl)c1	i	-0.4	-4	-2	-4	0	0	0	-0.5	0.2
COC(=O)c1ccccc1NC(=O)C1CCN(C(=O)c2cc(OC)cc(OC)c2)CC1	i	-1.1	2	-2	-6	0	-2	2	0.1	-0.1
COc1cc(OC)nc(Nc2nc(C(N)c3ccccc3Cl)cs2)n1 (configuration not stated)	i	0.4	.	0	2	-7	2	3	-1.1	-0.8
CNc1cc(-c2ccc(OC)c(OC)c2)ncn1	i	-0.4	.	-3	1	7	-1	-3	3.3	-0.3
CC(=O)c1ccc(OCC(O)CN2CCN(S(=O)(=O)c3cccc(Br)c3)CC2)cc1 (configuration not stated)	i	-0.6	-2	0	-5	1	-1	1	0.3	0.0
COc1cccc(N2C(=O)C3ON(c4ccccc4)C(c4cccs4)C3C2=O)c1 (configuration not stated)	i	-0.2	-18	1	-4	-2	-1	3	1.4	0.0
Cc1cc(-c2onc(C)c2C(=O)N/N=C/c2ccccc2)no1	i	-0.3	-11	-1	0	1	-5	-3	-0.2	-1.0
Cc1ccc(/C=C2\CCCC3=C2NC(=S)NC3c2ccc(C)cc2)cc1 (configuration not stated)	i	-0.7	7	0	26	9	-13	9	-1.3	-0.1
CC(C)N1CCc2c(sc(N)c2C#N)C1	i	0.0	-4	-3	2	-6	-2	9	2.8	2.4
CC(C)(C)c1ccc(CNc2ccc([N+](=O)[O-])cn2)cc1	i	-1.4	7	1	1	8	-17	1	2.2	0.4
O=C(NCc1cccnc1)Nc1cc(Cl)cc(Cl)c1	i	4.9	-4	-3	1	1	24	4	0.5	0.3
Cc1[nH]ccc(=O)c1OC1OC(CO)C(O)C(O)C1O (configuration not stated)	i	-0.3	0	-2	-21	3	1	-2	1.2	1.0
CC(C(=O)NCc1ccco1)n1nc(-c2ccccc2)c2cc(Cl)ccc21 (configuration not stated)	i	-0.4	-9	-2	-5	12	-5	-7	-1.7	-0.4
CN(CC(=O)NCc1ccc(F)cc1)Cc1ccc(Br)cc1	i	0.0	1	-1	-3	0	3	-5	0.2	-1.4
O=C(CSc1nnc2c(n1)[nH]c1ccccc12)Nc1ccc(N2CCOCC2)cc1	i	0.3	-1	0	10	-9	-7	0	3.9	0.9
Cc1c(NC(=O)CCCCCN2C(=O)c3ccccc3C2=O)c(=O)n(-c2ccccc2)n1C	i	-0.2	-10	1	-1	2	-5	-12	-1.1	0.7
CC(C)c1cc(C(=O)Nc2cccnc2)no1	i	-0.7	-10	-2	2	-1	-2	6	0.1	.
CC(=O)c1ccccc1NC(=O)COc1ccc(N(C)S(=O)(=O)c2ccc(C)c(C)c2)cc1	i	-0.8	-10	2	-6	-4	-9	4	3.3	0.0
COc1ccc(S(=O)(=O)N(C)C2CCN(C)CC2)cc1	i	0.0	-12	0	-8	-1	-1	-2	-1.8	-0.5
OCCCNc1nc(-c2ccc(Cl)cc2)nc2ccccc12	i	0.3	-5	8	-3	2	0	-2	36	0.7
CCNC(=S)NNC(=O)c1cccc(Br)c1	+	0.2	-1	-2	1	0	2	-3	-2.2	-1.6
COc1ccc2cc(C3=CCCC3(C)C(=O)O)ccc2c1 (configuration not stated)	i	0.2	-13	2	-3	-2	-3	-3	-0.9	0.1
N#Cc1ccccc1NC(=O)CN1C(=O)NC2(CCCC2)C1=O	i	-0.7	-1	0	0	-1	1	-3	0.4	0.2
C/C=C1\COC(C(=O)NCc2ccccc2)(C(F)(F)F)C=C1C=C(C)C (configuration not stated)	i	-0.3	-8	1	-9	11	-1	6	2.4	0.0
CCN(CC)S(=O)(=O)c1ccc(N2CC(C(=O)NC3(C)CCS(=O)(=O)C3)CC2=O)cc1 (configuration not stated)	i	-0.4	-5	-2	-6	1	-1	-3	-0.3	1.4
Cc1nn(-c2ccccc2)c(Cl)c1/C=N/NC(N)=O	i	-0.1	0	-1	6	1	0	-7	-0.1	-1.1
CN(Cc1cccs1)C(=O)COC(=O)CNC(N)=O	i	0.2	-17	0	-2	10	-1	-2	-0.5	-1.0
COc1ccc2c(c1)CC(C1(O)C(=O)N(C)c3ccccc31)C2=O (configuration not stated)	i	-1.3	3	3	-9	0	-3	-4	-2.6	2.0
CCOC(=O)c1[nH]c2ccc(Cl)cc2c1NC(=O)/C=C/c1ccc2c(c1)OCO2	i	-0.6	-8	0	14	7	2	-6	-1.3	-1.1
CCSc1nnc(NC(=O)c2ccc(C)o2)s1	i	0.2	-2	-2	-2	-3	4	3	-0.3	3.2
COc1ccc(Nc2c(-c3ccc(C)cc3)nc3cnccn23)cc1	i	-0.8	-3	2	-2	0	-15	-1	-0.2	1.3
CS(=O)(=O)c1ccc2nc(NC(=O)Cc3ccccc3)sc2c1	i	0.1	-2	0	-11	6	2	-3	-1.5	0.2
CCCSc1nc2sc3c(c2c(=O)n1-c1ccc(OC)cc1)CCN(C)C3	i	-1.1	0	1	9	5	-31	7	2.3	2.8
Cc1ccc(S(=O)(=O)N2C[C@H]3C(=O)C[C@@H](c4ccccc4)N(S(=O)(=O)c4ccc(C)cc4)[C@H]3C[C@H]2c2ccccc2)cc1	i	0.4	.	3	9	4	2	3	0.9	0.5
CC1=NN(C(=O)c2ccc(Cn3nc(C)c([N+](=O)[O-])c3C)o2)C(O)(C(F)(F)F)C1 (configuration not stated)	i	-0.9	-5	3	1	2	1	-6	-2.3	0.3
COc1cc(OC)nc(-n2ncc(OC)c(Br)c2=O)n1	i	-0.5	-6	0	-3	-1	-11	1	-2.8	-0.8
COc1ccc(-n2nnnc2-c2ccccc2)cc1	i	-1.0	-4	-2	-1	0	-3	-4	-2.2	0.7
CCOc1ncccc1C(=O)N=c1sccn1C	i	-0.3	6	-2	-7	-1	2	0	-0.7	3.4
CCc1ccccc1NC(=S)N1CCN(c2ccccn2)CC1	i	-0.3	-10	1	-4	1	-3	-4	-1.8	2.0
Cc1ccc(C)c(NC(=S)N2CCC(N(C)CC3CCCO3)CC2)c1 (configuration not stated)	i	0.1	-4	4	-2	6	-1	-3	-4.9	0.7
O=C1NCCN(Cc2c(F)cccc2Cl)C1CC(=O)N1CCCCO1 (configuration not stated)	i	-1.2	0	0	0	2	1	-1	-0.2	-0.1
O=C(CN1CCN(Cc2ccc3c(c2)OCO3)CC1)Nc1ccc(F)cc1	i	-0.1	-6	-2	-1	5	-3	-5	-2.1	0.0
O=C1c2cccnc2C(=O)N1Cc1ccc(F)cc1S(=O)(=O)NCc1ccco1	i	0.4	-9	0	-1	4	-29	-5	-1.4	0.8
CC(C)n1nccc1NC(=O)COC(=O)c1ccc(NC(N)=O)cc1	i	-0.1	-5	-2	0	1	-1	-1	1.5	-0.9
Nc1ccc(N2CCCCC2)c(S(=O)(=O)Nc2ccccc2Cl)c1	i	0.2	7	6	11	-12	1	-2	2.2	2.1
CCN=c1scc(-c2cccs2)n1/N=C/c1cc(OC)ccc1O	i	-0.7	0	-2	2	-14	-8	-4	3.4	1.4

Brought forward from above: 4 compounds; new compounds follow.
SMILES	Rpn11 block	Tb MetRS inh	Scp-1 inhibitor	STEP inh	NadD block	DNMT1 block	SUMO1-SIM PPI	CSN inh	LMPTP inh	MsrA inh
O=C1c2cccnc2C(=O)N1Cc1ccc(F)cc1S(=O)(=O)NCc1ccco1	i	0.4	-9	0	-1	4	-29	-5	-1.4	0.8
CC(C)n1nccc1NC(=O)COC(=O)c1ccc(NC(N)=O)cc1	i	-0.1	-5	-2	0	1	-1	-1	1.5	-0.9
Nc1ccc(N2CCCCC2)c(S(=O)(=O)Nc2ccccc2Cl)c1	i	0.2	7	6	11	-12	1	-2	2.2	2.1
CCN=c1scc(-c2cccs2)n1/N=C/c1cc(OC)ccc1O	i	-0.7	0	-2	2	-14	-8	-4	3.4	1.4
O=C1CCCCC1Oc1ccc2ccc(=O)oc2c1 (configuration not stated)	i	-0.2	-5	-1	-1	-1	2	-6	-0.7	3.0
CC(=O)CCC(=O)N1CCCC(N2CCN(c3cccc(Cl)c3)CC2)C1 (configuration not stated)	i	-0.6	0	-3	4	0	-5	-3	-1.1	-0.1
CCCc1nnc(NC(=O)c2cccnc2)s1	i	0.1	-4	-3	1	1	5	1	-1.5	-0.4
Cc1ccc(OCCN2CCNCC2)c([N+](=O)[O-])c1	i	-0.2	-4	2	-4	-1	-8	3	-4.3	-1.1
CCNC(=O)C1(C)CCN(Cc2ccccc2C#N)C1 (configuration not stated)	i	-0.1	.	-4	-4	0	-3	-3	-1.0	-0.3
S=c1[nH]nc(C2CCCCC2)n1/N=C/c1ccccc1Br	i	-0.2	-9	3	6	1	2	3	3.9	13*
CNC(=O)CSc1nnc(-c2cccs2)o1	i	-0.5	-4	1	5	0	5	-2	-2.1	1.8
COc1ccc(-c2cn[nH]c2-c2ccc(OCc3ccccc3)cc2O)cc1OC	i	-0.9	-2	-2	4	-11	6	-1	4.9	0.3
COc1ccc2[nH]c3c(c2c1)CCN1C(=O)C(CC(=O)NCCc2ccccn2)C[C@H](C(=O)N2CCOCC2)[C@@]31C (some centres not stated)	i	-1.5	-7	-2	3	-3	0	-3	-2.7	-0.3
COC(=O)CCC(=O)Nc1ccc2oc3c(c2c1)CCCC3	i	-0.8	-5	-1	-6	1	5	-3	0.7	0.2
O=C(COc1ccc2oc(-c3ccccc3)cc(=O)c2c1)Nc1ccccc1	i	-0.4	16	-1	3	43	-4	2	12	-0.6
